Assay outcomes: PubChem BioAssay, several laboratories
NS3 helicase inh: blocks Hepatitis C virus NS3 helicase unwinding. NS3 helicase DNA unwinding, Cy5 molecular beacon fluorescence. inhibition, % at 10.9 µM. AID 1800. 0.56% of 290,000 active;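 active means inhibition above the mean of all tested compounds plus 3 SD, set per campaign, cut at about 35% in these data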;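 further: 0% = DMSO wells and 100% = thioflavine S control wells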
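Test system: hepatitis C virus NS3 helicase domain fragment enzyme. Also added: annealed dual-labelled DNA beacon duplex, ATP-started. Timing: 60 min unwinding reaction at 25 °C after ATP addition. Technique: Cy5 fluorescence. Measure: % inhibition of unwinding.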
MEKK3 PB1 HTS: modulators (inhibitors or enhancers) of MEK5 binding to human MEKK3 PB1 domain. binding response (% of control), % at 10 µM. 1.4% of 290,000 active. AID 1529. Q99759. bead-based flow cytometry, Alexa488-MEK5 binding to MEKK3; actives lie on both sides; 0 = blocked by unlabeled MEK5, 100 = vehicle;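 active means binding response more than 3 SD above or below the average of its plate-row segment, actives on both sides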;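 further: Alexa488 bead fluorescence after subtracting the streptavidin-only scavenger bead signal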
VIM-2 inh: blocks Pseudomonas aeruginosa VIM-2 metallo-beta-lactamase; purified VIM-2, nitrocefin hydrolysis, epi-absorbance fluorescence; inhibition, % at 5.6 µM; 0.89% of 290,000 active; AID 1527;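 active means inhibition above the mean of all tested compounds plus 3 SD, cutoff set per screening run, cut at about 7.5% in these data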;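 further: red hydrolysis product quenches plate fluorescence so inhibitors raise well fluorescence; 0% = enzyme with DMSO and 100% = DMSO without enzyme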
IDE cell activ: IDE (human) activation, cell-based. AID 493087. 0.073% of 340,000 active. P14735. HEK cells, FAbeta-B cleavage, fluorescence polarization; 0% vehicle, 100% cell-free pure enzyme wells. activation, % at 5.96 µM;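 active means activation above the mean of all tested compounds plus 3 SD, set per screening campaign, cut at about 17% in these data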
FID counter: displaces DNA intercalator in HCV helicase counter-screen. AID 1845. 0.17% of 290,000 active. inhibition, % at 7.9 µM. DNA fluorescent intercalator displacement, fluorescence; in the data active means inhibition above about 37%;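 further: 0% = vehicle and 100% = reference compound; higher means more ethidium bromide displaced from hairpin DNA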
SUMO HTRF inh: inhibitors of human SUMOylation (UBC9) | P63279 | HTRF SUMOylation assay, SAE1/SAE2 + UBC9, in vitro | inhibition, % at 35 µM | 0.36% of 290,000 active | AID 2006; in the data active means inhibition above about 50%, passing the limit was not always enough; further: strong numbers were not always called active
Target sequence (P63279 whole entry, looked up): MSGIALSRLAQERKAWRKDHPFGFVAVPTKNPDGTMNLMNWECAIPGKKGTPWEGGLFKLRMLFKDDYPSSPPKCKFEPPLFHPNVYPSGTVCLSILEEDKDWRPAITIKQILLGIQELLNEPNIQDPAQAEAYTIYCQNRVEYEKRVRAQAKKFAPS
pCIP destab: p/CIP protein destabilization | 0.01% of 290,000 active | F442A p/CIP-EGFP cells, EGFP fluorescence, 16 h | Q05BA5 | decrease of EGFP signal, % at 10 µM | AID 1984;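 active means EGFP signal decrease of at least 30% at 10 µM or well 3 SD below plate mean, unless failing retest; inactive means the rest, including hits failing retest or dose response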; further: some compounds called inactive have numbers as strong as hits; many of its hits are not listed in these tables
PHOSPHO1 block: inhibitors of human PHOSPHO1 phosphatase. Q8TCT1. recombinant PHOSPHO1, absorbance phosphatase assay. inhibition, % at 13.3 µM. 1.1% of 290,000 active; in the data active means inhibition above about 60%
Target sequence (Q8TCT1 whole entry, looked up): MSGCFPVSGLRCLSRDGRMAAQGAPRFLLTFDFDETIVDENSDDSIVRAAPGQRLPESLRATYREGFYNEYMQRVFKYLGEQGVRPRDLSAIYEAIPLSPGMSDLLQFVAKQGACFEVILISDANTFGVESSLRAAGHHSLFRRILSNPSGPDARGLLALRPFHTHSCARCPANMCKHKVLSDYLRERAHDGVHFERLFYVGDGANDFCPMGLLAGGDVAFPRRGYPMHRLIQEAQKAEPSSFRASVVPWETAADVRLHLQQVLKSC
IMP-1 inh: blocks Pseudomonas aeruginosa IMP-1 metallo-beta-lactamase. purified IMP-1, nitrocefin hydrolysis, epi-absorbance fluorescence. inhibition, % at 5.6 µM. 0.45% of 290,000 active;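 active means inhibition above the mean plus 3 SD of all compounds in the same screening run, cut at about 4.5% in these data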;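 further: 0% = IMP-1 with DMSO and 100% = DMSO wells lacking enzyme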
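Test system: recombinant IMP-1 enzyme, purified / Medium: HEPES buffer pH 7.1 with ZnSO4 and Brij 35 / Doses: single dose, 5.6 µM / Times: 25 °C, 15 min preincubation, 25 min reaction / Detection: Epi-absorbance via hydrolysed-nitrocefin quenching of white-plate fluorescence, 480/530 nm, EDTA stop / Evaluation: percent inhibition from optical density relative to buffer-blank wells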
Starred values were filed as active, the others as inactive; . = no result given. Only part of the results is shown (hit frequency here may not be typical).

SMILES	NS3 helicase inh	MEKK3 PB1 HTS	VIM-2 inh	IDE cell activ	FID counter	SUMO HTRF inh	pCIP destab	PHOSPHO1 block	IMP-1 inh
O=C(NCc1cccnc1)Nc1ccc(Cl)cc1	-6	101	-3.1	3	1	-5	5	18	-3.4
Cc1ccc(NC(=O)CSCc2ccco2)cc1	4	106	-2.1	3	-3	0	-8	57	-3.0
CC(C)(C)NC(=O)c1cc(C(C)(C)C)c(O)c(C(C)(C)C)c1	-10	97	3.8	4	-4	-5	-1	-3	-1.5
COc1ccc(OC)c(NC(=O)c2ccc(S(=O)(=O)N3CCOCC3)cc2)c1	2	101	-5.6	3	-23	-7	-11	36	-2.1
COc1ccc(CCNC(=O)C2CCN(C(=O)c3ccccc3C)CC2)cc1	2	108	-3.6	-2	-26	10	-2	38	-3.4
COC(=O)C(C#N)C(c1cccnc1)c1c(C)[nH][nH]c1=O (configuration not stated)	2	109	-1.2	2	1	6	-1	-18	-5.2
c1ccc(N2CCN(c3nc4cc5c(cc4s3)OCO5)CC2)cc1	-7	98	-1.9	1	-3	16	-4	29	-1.6
CC(=O)NC1=NN(C(C)=O)C(c2ccccc2)S1 (configuration not stated)	-13	104	-1.9	8	2	11	-20	25	-1.4
O=C(/C=C/c1ccc(F)cc1)c1ccc(N2CCOCC2)cc1	-7	125	0.2	-2	-8	7	-3	25	-1.7
Nc1nnc(SCc2cccc(C(F)(F)F)c2)s1	-2	85	-0.9	2	-4	-12	4	21	-2.1
N#Cc1c2n(c3c(N)ncnc13)CCCCC2	-1	101	-1.5	6	-2	13	-7	28	-3.2
O=C(C1CCN(S(=O)(=O)c2cccnc2)CC1)N1CCN(c2ccccc2Cl)CC1	3	107	-2.3	2	-25	10	-7	-7	-2.2
COc1cc(CNC(C)C23CC4CC(CC(C4)C2)C3)ccc1OCC(=O)NC(C)(C)C (configuration not stated)	-36	106	-3.6	1	19	6	-10	.	-0.8
CCN(CC)c1ccc(N2C(=O)/C(=C/c3ccccn3)SC2=S)cc1	-8	92	1.7	-2	3	10	0	-4	-0.9
COc1ccc(-n2nc(C(=O)N(C)C)nc2-c2ccccc2)cc1	2	107	-1.1	2	-10	11	-7	17	-2.0

Part of the list above, reduced to SUMO HTRF inh, MEKK3 PB1 HTS and NS3 helicase inh.
| mol | SUMO HTRF inh | MEKK3 PB1 HTS | NS3 helicase inh |
| --- | --- | --- | --- |
| O=C(C1CCN(S(=O)(=O)c2cccnc2)CC1)N1CCN(c2ccccc2Cl)CC1 | 10 | 107 | 3 |
| COc1cc(CNC(C)C23CC4CC(CC(C4)C2)C3)ccc1OCC(=O)NC(C)(C)C (configuration not stated) | 6 | 106 | -36 |
| CCN(CC)c1ccc(N2C(=O)/C(=C/c3ccccn3)SC2=S)cc1 | 10 | 92 | -8 |
| COc1ccc(-n2nc(C(=O)N(C)C)nc2-c2ccccc2)cc1 | 11 | 107 | 2 |

New compounds follow
SMILES	NS3 helicase inh	MEKK3 PB1 HTS	VIM-2 inh	IDE cell activ	FID counter	SUMO HTRF inh	pCIP destab	PHOSPHO1 block	IMP-1 inh
CCCNC(=S)Nc1ccc(CC(=O)OC)cc1	8	101	-2.6	6	2	20	-3	-4	-4.1
CC(OC(=O)CN1C(=O)c2ccccc2C1=O)C(=O)NC1CCCC1 (configuration not stated)	-7	104	-2.8	4	-4	-6	1	32	-1.8
Cn1nc(C(=O)Nc2ccc(S(=O)(=O)N3CCCCC3)cc2)c2ccccc2c1=O	-12	87	0.4	0	-11	-1	-1	11	-2.4
O=[N+]([O-])c1cccc(C(=Nc2ccccc2Cl)NO)c1	-5	103	-4.2	6	1	-19	-10	4	-3.2
Cc1cccc(CCN(C(=O)c2snc(C(N)=O)c2N)C(C(=O)NCC2CCCO2)c2ccc(F)cc2)c1 (configuration not stated)	-13	103	-3.4	2	-24	-18	2	10	-1.6
CC1(C)CC(=O)C(N=Nc2cc(S(=O)(=O)N3CCOCC3)ccc2Cl)=C(O)C1	10	102	-4.1	.	-5	14	-13	29	-1.0
CCOC(=O)Cn1nc(/C=C/c2ccc(C)cc2)ccc1=O	4	101	-3.9	1	-27	13	8	2	-3.2
COC(=O)c1c(NC(=O)CN(c2ccc(C)c(C)c2)S(C)(=O)=O)sc2c1CCCC2	-10	101	-2.1	-5	-17	-22	-7	-21	-1.1
CCOc1cc(C=O)ccc1OCCCN1C(=O)NC(C)(C)C1=O	-3	96	-4.9	0	-6	11	6	14	-2.5
CCOC(=O)N1CCC(NC(=O)c2cnn3c2NC(c2ccco2)CC3C(F)(F)F)CC1 (configuration not stated)	8	98	-1.8	-6	-50	24	-18	-55	-0.4
COc1ccc(OC)c(NC(=S)N2CCCC2)c1	27	100	-2.2	4	-8	8	-19	27	-0.7
COCCN(CC1CCCN(C2Cc3ccccc3C2)C1)C(=O)CCC(C)=O (configuration not stated)	27	99	-1.4	6	-8	-2	1	.	-4.0
CCOc1ccc(-n2c(C)nc3cc(C(=O)NCCN4CCOCC4)ccc32)cc1	-2	93	-1.7	8	5	11	-3	-2	-2.6
C/C(=N\NC(=S)NC(C)C)c1ccc2c(c1)OCCO2	3	97	-3.8	0	-4	-13	-1	-4	-3.6
CC1CCCN(CCCNC(=O)CN2C(=O)COc3ccccc32)C1 (configuration not stated)	7	99	-0.2	5	-7	.	2	-4	-0.3
S=C(NCc1ccco1)Nc1ccc(Oc2ccc(Cl)cc2)cc1	-23	92	-1.4	4	-9	22	-14	21	-0.8
Cc1nn(C)cc1C(=O)Nc1ccc2c(c1)OCCO2	29	101	0.9	-4	-6	-6	-9	19	1.7
COC(=O)c1sc(NC(=O)CCCn2nc([N+](=O)[O-])cc2C)c(C(=O)OC)c1C	-3	94	-0.9	4	-4	-17	0	-9	-1.2
COc1ccc(C2C(C(=O)N3CCN(C)CC3)c3ccccc3C(=O)N2C2CCCCC2)cc1 (configuration not stated)	-11	97	-4.2	-4	6	-1	11	10	-3.4
CCN(CC)c1ccc(/C=N/NC(=O)Nc2nonc2N)cc1	-6	103	-4.2	0	-1	-21	5	7	-2.0
COc1ccc(NS(=O)(=O)c2ccc(N/N=C/c3ccc(N4CCOCC4)cc3)c([N+](=O)[O-])c2)cc1	-2	96	-0.5	0	-3	6	-8	-21	-1.4
Cc1ccc(C(=O)NCc2ccco2)cc1	15	99	1.4	-3	-4	-5	-5	-11	0.1
Cn1c(SCCOc2ccccc2Cl)nnc1-c1cccs1	-3	95	-2.0	-2	-25	-1	-17	-15	-4.1
CCOC(=O)N1CCN(CCC(=O)Nc2ccccc2OC)CC1	10	99	-4.4	-2	-9	16	6	0	-2.2
O=C(Nc1cc(Cl)ccc1N1CCOCC1)c1cccnc1Cl	-8	95	-2.6	5	-7	-5	-1	12	-3.7
O=S(=O)(Cc1ccccc1)N1CCN(Cc2ccccc2)CC1	2	98	-2.4	-5	-8	-12	-6	7	-5.6
O=C(COc1ccccc1Cl)NCCc1ccc2c(c1)OCCO2	16	98	1.8	1	-18	-13	-22	8	0.2
CCCCn1c(=N)n(CC(=O)c2ccc([N+](=O)[O-])cc2)c2ccccc21	0	106	-1.7	.	0	24	-20	11	-4.2
COc1ccc(-c2nnc(SCCC(=O)O)n2-c2ccccc2)cc1OC	-1	98	-3.4	4	-37	7	7	18	-1.5
O=C(Nc1cccnc1)C1CC(=O)N(c2ccc(F)cc2)C1 (configuration not stated)	9	98	-1.6	-1	-3	17	-5	35	-2.0

Complete entries, quoted from the list. Order of screens: NS3 helicase inh | MEKK3 PB1 HTS | VIM-2 inh | IDE cell activ | FID counter | SUMO HTRF inh | pCIP destab | PHOSPHO1 block | IMP-1 inh
`Cc1nn(C)cc1C(=O)Nc1ccc2c(c1)OCCO2` is listed as 29 | 101 | 0.9 | -4 | -6 | -6 | -9 | 19 | 1.7
`CCOC(=O)N1CCN(CCC(=O)Nc2ccccc2OC)CC1` is listed as 10 | 99 | -4.4 | -2 | -9 | 16 | 6 | 0 | -2.2
`CC(OC(=O)CN1C(=O)c2ccccc2C1=O)C(=O)NC1CCCC1` (configuration not stated) is listed as -7 | 104 | -2.8 | 4 | -4 | -6 | 1 | 32 | -1.8

Structures from the list above that contain a tert-butyl group (two):
SMILES	NS3 helicase inh	MEKK3 PB1 HTS	VIM-2 inh	IDE cell activ	FID counter	SUMO HTRF inh	pCIP destab	PHOSPHO1 block	IMP-1 inh
CC(C)(C)NC(=O)c1cc(C(C)(C)C)c(O)c(C(C)(C)C)c1	-10	97	3.8	4	-4	-5	-1	-3	-1.5
COc1cc(CNC(C)C23CC4CC(CC(C4)C2)C3)ccc1OCC(=O)NC(C)(C)C (configuration not stated)	-36	106	-3.6	1	19	6	-10	.	-0.8

Next part.
SMILES	NS3 helicase inh	MEKK3 PB1 HTS	VIM-2 inh	IDE cell activ	FID counter	SUMO HTRF inh	pCIP destab	PHOSPHO1 block	IMP-1 inh
CCOc1ccc(N2CC(C(=O)Nc3ccccc3C(=O)NC3CC3)CC2=O)cc1 (configuration not stated)	5	103	-3.5	4	-29	-7	-5	4	-3.4
Cc1ccc(NC(=S)NCC(C)C)cc1	7	101	1.7	6	-4	-7	0	-10	-2.6
O=c1[nH]c(CN2CCN(Cc3ccccc3)CC2)nc2scc(-c3ccccc3)c12	-19	85	-3.6	6	6	14	-3	-25	-3.8
COc1ccc(/C(N)=N/OC(=O)c2ccc3c(c2)OCO3)cc1	0	103	-3.2	5	-2	5	-1	-10	-2.7
c1ccc(C(Cc2nc(-c3cccnc3)no2)c2ccccc2)cc1	-4	106	-1.8	2	-8	14	6	-7	-0.4
Cc1cc(C)n(-c2ccc(C(C)C)cc2)c(=O)c1C#N	-6	98	-2.1	-6	-3	8	-3	29	-1.2
CCC(=NCCN1CCNCC1)C1=C(O)CC(C)(C)CC1=O	1	105	-3.1	4	-4	-10	-3	43	-2.0
CCOC(=O)c1ccc2c(c1)C1C=CCC1C(C(=O)O)N2 (configuration not stated)	39*	95	0.5	.	-11	60*	-22	7	-2.5
CCc1cccc(C)c1NC(=O)Cn1c(NCCO)nc2ccccc21	-6	102	-0.7	3	1	-8	-7	-4	-2.1
Cc1cc(Cl)ccc1Oc1nc(-c2ccccc2)ncc1S(C)(=O)=O	17	105	0.9	5	0	-11	-4	35	-0.8
Cc1cccc(C)c1N1CCN(S(=O)(=O)c2ccc(F)cc2)CC1	0	106	-4.5	-1	-3	9	-3	20	-3.7
